DAX1 inh-1 = NR0B1 (DAX1) inhibition; P51843; HEK293 Gal4-DAX1 luciferase reporter, luminescence; inhibition, % at 6.75 µM; hit rate 0.99% among 340,000; AID 504766;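 active means inhibition above the mean over all tested compounds plus 3 SD, cut at about 4.2% in these data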;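 further: 0% = DAX1-transfected cells with DMSO and 100% = empty-vector control cells with DMSO; inhibition shows as a rise in luminescence from relieved DAX1 repression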
hgDAF12 agonist = activates the H. glycines DAF-12 receptor ligand-binding domain; HEK293 GAL4-hgDAF12 UAS-luciferase reporter, agonist luminescence; normalized to butyrate control; activation, % at 6.8 µM; hit rate 1.8% among 370,000;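 active means activation above a cutoff set at the mean of all screened compounds plus 3 SD, cut at about 10% in these data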;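 further: 0% = DMSO wells and 100% = sodium butyrate wells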
DAX1 inh-2 = DAX1 (NR0B1) inhibition, primary screen; HEK293T StAR-luciferase reporter, SF-1/DAX-1 repression relief; inhibition, % at 6.8 µM; hit rate 1.1% among 370,000; AID 652010;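 active means inhibition above the mean over all tested compounds plus 3 SD, cut at about 3.6% in these data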;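 further: 0% = DAX-1 cells with DMSO and 100% = cells lacking DAX-1 with DMSO; higher inhibition means more luminescence from relief of DAX-1 repression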
GC-B act = GC-B (human) receptor activation. P20594. HEK293-GC-B cells, CNP EC30, cGMP TR-FRET; 0% at EC30 CNP, 100% saturating CNP. activation, % at 10 µM. hit rate 0.11% among 370,000;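 active means activation at 10 µM reaching about 35% in either raw or pattern-adjusted values, limit read from the data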
Target sequence (P20594 whole entry, looked up): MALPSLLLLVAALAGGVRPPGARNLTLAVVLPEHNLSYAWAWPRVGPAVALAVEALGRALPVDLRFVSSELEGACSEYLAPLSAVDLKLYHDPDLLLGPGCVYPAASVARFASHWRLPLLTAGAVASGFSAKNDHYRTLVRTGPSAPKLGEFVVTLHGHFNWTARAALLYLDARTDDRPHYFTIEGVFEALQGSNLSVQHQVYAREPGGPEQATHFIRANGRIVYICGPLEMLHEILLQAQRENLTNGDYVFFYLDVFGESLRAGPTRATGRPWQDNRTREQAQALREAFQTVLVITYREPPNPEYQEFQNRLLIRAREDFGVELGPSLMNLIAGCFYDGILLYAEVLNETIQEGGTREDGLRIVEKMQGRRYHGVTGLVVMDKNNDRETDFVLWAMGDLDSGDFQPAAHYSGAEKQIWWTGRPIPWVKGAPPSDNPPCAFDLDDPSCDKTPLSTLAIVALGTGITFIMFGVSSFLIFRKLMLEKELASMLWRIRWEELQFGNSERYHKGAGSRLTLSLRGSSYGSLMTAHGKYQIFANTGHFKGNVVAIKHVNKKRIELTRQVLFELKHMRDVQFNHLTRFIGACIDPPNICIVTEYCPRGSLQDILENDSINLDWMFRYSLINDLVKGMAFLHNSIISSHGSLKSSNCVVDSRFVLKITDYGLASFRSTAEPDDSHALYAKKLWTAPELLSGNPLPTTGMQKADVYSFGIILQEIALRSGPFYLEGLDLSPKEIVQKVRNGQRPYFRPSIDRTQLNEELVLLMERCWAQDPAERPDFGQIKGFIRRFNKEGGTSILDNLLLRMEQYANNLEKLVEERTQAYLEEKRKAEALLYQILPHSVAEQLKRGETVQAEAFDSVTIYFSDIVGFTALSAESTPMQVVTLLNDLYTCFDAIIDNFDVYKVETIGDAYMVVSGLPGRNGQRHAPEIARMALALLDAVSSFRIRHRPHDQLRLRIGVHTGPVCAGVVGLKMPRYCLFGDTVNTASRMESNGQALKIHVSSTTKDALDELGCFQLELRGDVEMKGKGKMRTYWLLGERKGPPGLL
NPR1 activator = GC-A (human) enzyme activation; P16066; HEK293 GC-A cells, cGMP TR-FRET, EC30 ANP; 0% at EC30 ANP, 100% saturating ANP; activation, % at 10 µM; hit rate 0.14% among 370,000; AID 1671463; in the data active means activation above about 40%
ssDAF-12 act = activates DAF-12 receptor from parasite S. stercoralis; hit rate 1% among 370,000; AID 652126; HEK293 ssDAF-12/GRIP1 lit1-tk-luc reporter, luminescence; % of 3 µM dafachronic acid response; activation, % at 6.8 µM;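 active means activation above the mean over all tested compounds plus 3 SD, cut at about 0.9% in these data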;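 further: 0% = DMSO-only wells and 100% = 3 µM delta7-dafachronic acid wells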
SMARCA2 activ = increases SMARCA2 function in MMTV reporter cells | MG213 cells, MMTV-luciferase reporter, dexamethasone, overnight | activation, % at 9.1 µM | hit rate 1% among 370,000 | AID 652017; in the data active means activation above about 7.8%;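 further: 0% = vehicle wells and 100% = reference activator wells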
hcDAF12 agonist = H. contortus DAF-12 activation, primary screen | HEK293 hcDAF-12 lit1-tk-luc reporter, luminescence; 0% DMSO, 100% Δ7-dafachronic acid | hit rate 1.4% among 370,000 | activation, % at 6.8 µM;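 active means activation above the mean of all tested compounds plus 3 SD, cut at about 5.5% in these data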;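 further: 100% = response to 3 µM Δ7-dafachronic acid high control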
KLK7 zymogen act = activators of human kallikrein-7 zymogen | activation, % at 7 µM | hit rate 0.9% among 370,000 | purified proKLK7, EDANS-DABCYL substrate fluorescence; 100% is mature enzyme control, 0% vehicle | AID 652039;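 active means activation above the mean of all tested compounds plus 3 SD, computed per campaign excluding outliers beyond control limits, cut at about 13% in these data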
FXN GAA850 act = frataxin GAA850 promoter activation; HEK293 lucGAA850 FXN promoter luciferase reporter, 24 h; percent of 10 µM SAHA response; activation, % at 6 µM; hit rate 0.56% among 360,000;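 active means activation above the average of all compounds screened plus 3 SD, cutoff fixed separately per campaign, cut at about 7.5% in these data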;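 further: 0% = DMSO wells and 100% = 10 µM SAHA wells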
HGIII-sPLA2 inh = Blocks human group III sPLA2 activity; QFRET BODIPY PC-A2 liposome hydrolysis, fluorescence; Q9NZ20; inhibition, % at 12.2 µM; hit rate 0.56% among 370,000;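 active means inhibition above mean plus 3 SD of compounds lying within the high and low control bounds, cut at about 19% in these data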;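 further: 0% = median of test compound wells and 100% = no enzyme DMSO wells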
* = called active by the depositor; . = no result given.

SMILES	DAX1 inh-1	hgDAF12 agonist	DAX1 inh-2	GC-B act	NPR1 activator	ssDAF-12 act	SMARCA2 activ	hcDAF12 agonist	KLK7 zymogen act	FXN GAA850 act	HGIII-sPLA2 inh
NC(=O)CC(NC(=O)Cc1cccc2ccccc12)c1ccc(N2CCC(Br)CC2)c([N+](=O)[O-])c1 (stereo unspecified)	-1.6	-2.4	-0.1	-3	0	-1.0	0	-0.8	0.5	-1.0	0
COc1ccc(/C=N/NC(=O)c2cc(-c3cccn3C)n[nH]2)cc1OC	1.3	-0.7	-1.2	-1	-2	-1.9	1	-1.1	0.1	2.6	2
Cc1c(C(=O)N2CCOCC2)sc(NC(=O)CCl)c1C#N	-0.6	-0.3	-0.2	3	-1	-0.8	-2	1.1	-0.5	-1.5	-1
O=C(O)CC(C(=O)Nc1cccc(C(F)(F)F)c1)C1CCCO1 (stereo unspecified)	0.2	1.4	0.6	5	-4	-1.2	-4	-0.2	-0.4	0.4	10
Cc1cn(CC(=O)N[C@H](CO)Cc2c[nH]c3ccccc23)c(=O)[nH]c1=O	-0.1	0.0	2.6	2	3	0.3	-2	2.1	0.0	0.5	7
CN1CCN(C(=O)c2ccc(Cl)c(S(=O)(=O)N3CCCCC3)c2)CC1	0.4	-0.6	-1.3	4	-1	-1.7	-3	0.1	0.1	-1.8	3
COc1ccc([N+](=O)[O-])cc1NC(=O)CCC(=O)c1cccs1	0.7	-2.6	-0.9	-2	-2	-1.4	-2	-2.4	0.3	0.0	-6
COc1cccc(OC)c1CNC(=O)C1CCC(=O)N(CC2CCCCC2)C1 (stereo unspecified)	0.1	2.8	-1.3	4	-1	0.2	0	-1.1	0.8	1.9	7
CCOC(=O)C(C)CC(C)C(=O)N1CCOCCOCCN(C(=O)C(C)CC(C)C(=O)OCC)CCOCC1 (stereo unspecified)	-0.3	3.5	-0.3	5	1	-0.6	-3	-0.6	-0.5	0.0	1
Cc1cccc(NC(=O)CCCN2C(=S)NC(C)(C)CC2C)c1C (stereo unspecified)	0.6	1.1	-0.3	1	-1	-1.6	-3	0.6	0.1	1.0	12
Cc1ccc(/C=N/N2CCN(c3ccncc3S(=O)(=O)N3CCCCC3)CC2)cc1	0.2	1.2	0.9	-10	-1	-1.5	1	-1.5	-0.1	-1.9	7
CCOC(=O)c1cc(C)sc1/N=C/C1C(=O)CCCC1=O	-0.2	0.7	0.0	-3	-1	-1.6	0	0.1	-0.6	-0.4	6
COCC1CCCCN1C(=O)c1ccc(OC)c(OC2CCN(C(C)C)CC2)c1 (stereo unspecified)	0.7	1.4	2.4	3	3	0.0	3	2.4	-0.2	0.5	2
Cc1ccc(-c2cc([C@H]3[C@H]4C=CC[C@@H](C)[C@@H]4C(=O)N3Cc3ccccc3)ccc2F)cc1	-0.3	-2.3	-0.4	-5	-1	-1.4	-2	-1.5	-0.6	0.5	6
COc1cccc(NC(=O)CN(C)C(=O)c2ccc(Cl)c(S(=O)(=O)N3CCCCCC3)c2)c1	-0.9	-1.8	0.4	-4	1	-1.6	-4	-2.1	0.2	1.9	-10
COCCOc1ccc(C(F)(F)F)cc1NC(=O)COC(=O)c1cc[n+]([O-])cc1	2.5	2.1	1.7	4	1	-0.6	-3	0.2	0.2	0.8	-3
CC(=O)c1cccc(NC(=O)CN2C(=O)NC3(CCCCCCC3)C2=O)c1	-1.1	-2.3	-0.4	9	3	-1.4	-3	-0.3	-0.1	-1.2	4
Cc1nc(SCC(=O)c2cc3ccccc3oc2=O)c(C#N)c(-c2cccs2)c1C(=O)Nc1ccccc1	0.1	2.4	-0.9	-1	-3	-1.3	-4	-0.2	-1.1	3.7	4
COc1ccc(C(C)(O)c2nc(-c3ccc(S(C)(=O)=O)cc3)cs2)cc1 (stereo unspecified)	.	-2.4	-2.1	-1	0	-2.0	-1	-1.8	0.3	-0.3	-7
O=C1NC(=O)C(CCc2ccccc2)(c2ccccc2)N1 (stereo unspecified)	1.3	1.4	0.0	-5	-8	-1.4	4	-0.8	-0.3	-0.3	-6
COc1ccccc1CNC(=O)c1cccs1	-1.4	-0.7	0.1	1	-2	-1.6	-2	0.7	0.1	-3.0	0
Cn1ncc(Cl)c1C(=O)Nc1ccc(Cl)cn1	0.8	2.1	0.5	-6	5	-0.6	0	0.4	0.1	0.4	5
CC(C)(C)[C@H]1C=C(C(=O)NCc2nc3ccccc3[nH]2)O[C@@H](OCc2ccc(CO)cc2)C1	-1.6	-3.6	-0.1	6	-2	-1.4	-1	-1.7	1.0	-1.8	-30
O=[N+]([O-])c1ccc(-c2csc(NN=C3CCCC3)n2)cc1	-1.5	5.2	-2.1	5	-2	-1.7	-4	0.1	0.0	1.4	4
O=S(=O)(c1ccc(Cl)s1)N1CCC2(CC1)OCCO2	3.7	-0.1	-1.6	5	1	-0.5	1	0.1	-0.5	3.6	2
Next results:
SMILES	DAX1 inh-1	hgDAF12 agonist	DAX1 inh-2	GC-B act	NPR1 activator	ssDAF-12 act	SMARCA2 activ	hcDAF12 agonist	KLK7 zymogen act	FXN GAA850 act	HGIII-sPLA2 inh
Cc1ccc(-n2nc(-c3ccc(OC(F)(F)F)cc3)cc2N)cc1C	.	-0.7	-0.2	-2	4	-0.9	0	0.7	0.7	0.3	4
COC(=O)c1sccc1NC(=O)Nc1ccc(F)cc1F	0.4	1.2	0.2	-2	-1	-0.8	-2	-1.1	-0.1	2.5	6
Cn1c(C(=O)NC2CCCCC2)cc2c(=O)n(C)c3ccccc3c21	1.2	-0.3	-0.9	10	3	-1.5	1	-0.8	-0.1	-3.9	14
c1ccc2c(c1)c1ccccc1n2CN1CCOCC1	1.0	3.9	-0.1	-2	-4	-0.4	-4	1.0	-0.6	0.4	-8
COc1ccc(CNC(=O)CN2C(=O)COc3ccc(S(=O)(=O)NC4CCCC4)cc32)cc1	0.3	1.3	-0.4	1	-1	-0.9	-3	-2.2	0.1	-1.2	-3
COc1ccc(CN2C(CC(=O)Nc3cccnc3)c3ccc(C(F)(F)F)cc3S2(=O)=O)cc1 (stereo unspecified)	1.9	-6.0	-0.3	-6	-3	-1.6	3	-1.5	0.0	-2.0	-8
CCN(CC)S(=O)(=O)c1ccc(/C=C/C(=O)OCC(=O)NCc2ccc3c(c2)OCO3)cc1	0.4	0.9	-0.7	3	-2	-1.3	-2	-1.2	0.0	-0.8	-5
CC(=O)c1ccc(NC(=O)COC(=O)C2C3CC4OC(=O)C2C4C3)cc1 (stereo unspecified)	1.3	-1.9	-0.4	-1	-3	0.1	1	0.2	-1.2	0.5	6
Cc1ccnc(NC(=O)CCNC(=O)c2ccccc2Cl)c1	1.8	5.5	5.0*	-11	7	-0.3	2	3.5	-0.5	6.8	1
Cc1cccc(NC(=O)NNC(=O)COc2ccc([N+](=O)[O-])cc2)c1C	-0.3	-0.1	2.3	-1	-1	-0.6	0	0.4	-0.3	-1.1	-7
O=c1sc2ccccc2n1Cc1ccccc1	-0.5	2.8	0.0	1	4	-0.8	2	-1.5	-0.2	3.6	2
Cc1cc(C)nc(Sc2ccc(/C=C(\C#N)C(N)=O)o2)n1	-0.4	-2.2	0.4	3	-3	-1.1	-3	1.8	0.1	2.6	1
FC(F)(F)c1nnc2ccc(NCn3nnc4ccccc43)nn12	0.3	1.2	-0.6	0	-5	-1.2	-2	-1.0	-0.1	-0.1	-3
c1ccc(CSc2ncn[nH]2)nc1	0.5	-0.6	-0.2	3	2	-1.2	2	-1.7	-0.7	2.2	3
O=C(Nc1ccc(Cl)cc1)c1ccc2sc([C@@H]3O[C@H](CO)[C@H](O)[C@H](O)[C@H]3O)nc2c1	.	4.7	1.2	1	1	-0.7	0	0.9	0.2	-0.3	1
C[C@@]12CCC3[C@@](CCC4[C@@]3(C)CCC[C@@]4(C)C(=O)NCc3ccccc3)(CC1=O)C2 (stereo partly specified)	1.1	-2.4	-0.2	3	1	-1.4	0	-0.9	-0.1	-0.8	-8
Cc1cc(C)c(C)c(S(=O)(=O)N2CCN(CC(=O)Nc3sccc3C#N)CC2)c1C	-1.0	-0.9	-0.5	2	1	-1.6	-1	-2.4	0.8	3.0	-18
O=C(CNc1ccccc1)N/N=C/c1c[nH]c2ccccc12	-0.5	-0.1	-0.9	-1	4	-1.0	-4	4.4	-0.4	0.2	1
CC1(C)Oc2ccc(C(=O)Nc3ccccc3)cc2N(CC#N)C1=O	-1.6	5.3	0.3	2	-1	-1.1	-3	-1.3	0.1	-0.2	-1
CCc1cccc(CC)c1NC(=O)Cn1c(-c2ccccc2Cl)nc2ccccc21	0.7	3.4	0.7	1	-4	-0.5	2	-0.3	-0.1	1.4	0
FC(F)(F)Oc1ccc(NC(=S)Nc2ccccc2N2CCOCC2)cc1	1.2	2.4	-0.4	4	3	-1.5	-1	-1.3	0.0	-1.1	7
NC(=O)c1ccc(NC(=O)COC(=O)c2ccc(Br)o2)cc1	-0.7	-0.4	0.3	2	0	-1.1	-2	2.1	-0.3	0.5	5
CCOc1ccccc1NC(=O)c1cccc2c1C(=O)N(C1CCCCC1)C2	-0.2	3.9	2.7	6	3	-1.2	0	-1.1	-0.3	1.4	1
COC(=O)[C@]12C[C@H](CC(=O)NCc3cccc(C(F)(F)F)c3)C(=O)N(Cc3ccccc3)C1=C[C@H](C(C)C)O[C@@H]2C1CC1	.	2.0	0.8	-4	-4	-1.1	0	-2.3	0.9	.	-3
CC(C)N(C(=NCc1ccccc1)NC(=O)c1ccccc1)C(C)C	-0.1	-0.1	0.9	-9	-8	-0.5	-1	-2.0	0.0	-1.6	-8
(list continues)
SMILES	DAX1 inh-1	hgDAF12 agonist	DAX1 inh-2	GC-B act	NPR1 activator	ssDAF-12 act	SMARCA2 activ	hcDAF12 agonist	KLK7 zymogen act	FXN GAA850 act	HGIII-sPLA2 inh
COc1ccccc1NCC(=O)N/N=C(\C)c1cccs1	0.4	0.1	0.6	1	-2	-1.0	-3	0.0	0.5	0.6	3
CCCCC#Cc1ccccc1CC(=O)Nc1ccccc1	0.2	-1.0	-0.6	-1	-2	0.5	3	3.5	0.4	-0.4	-6
CC(=O)N1CCN(C(=O)c2cccc(S(=O)(=O)N3CCN(c4ccccc4)CC3)c2)CC1	-0.8	-0.7	0.2	4	1	-0.5	-1	-1.4	0.5	0.0	-2
CCCCC(CC(O)COCCC)C(=O)NN (stereo unspecified)	-0.8	-3.6	-0.2	3	-1	-0.7	-1	-0.5	0.7	1.9	3
CC1=CC(=O)C(C(C)C)=CC1=NC(=O)c1ccc(C)cc1	-0.7	4.0	0.4	-5	-2	0.6	-4	4.1	-0.4	1.4	-4
CS(=O)(=O)Nc1ccccc1-c1cccc2nccn12	.	2.4	-0.1	-4	1	-1.0	-3	-1.0	2.4	0.0	2
O=C(CN1C(=O)NC2(CCc3ccccc32)C1=O)c1ccc(Cl)cc1 (stereo unspecified)	0.5	0.9	1.0	5	2	-1.0	0	-0.6	0.3	0.9	-6

Screens: PubChem, several laboratories
